Compound activity deposited in PubChem BioAssay by National Center for Advancing Translational Sciences (NCATS).
12-LOX inh – blocks human arachidonate 12S-lipoxygenase; AID 1671190; P18054; purified 12hLO, xylenol orange hydroperoxide absorbance; Potency, µM (series often up to 108 µM), for the others: top-dose activity change, negative = inhibition, most hits filed as inhibitors; 580,000 compounds, 1.1% hits; also: % is scaled to controls: 0 for no effect and ±100 for the full control effect
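Purified human 12hLO (150 nM final) in 25 mM Hepes, 0.01% Triton X-100, pH 7.0 was preincubated 15 min at room temperature with compound. Then 40 uM arachidonic acid was added, 30 min. Hydroperoxide was read by Fe-XO absorbance ratio 573/405 nm.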
TrxR1 inh – inhibitors of rat thioredoxin reductase 1. AID 588453. recombinant rTrxR1, NADPH fluorescence consumption, selenite substrate. Potency, µM (doses to about 114 µM), without a hit: at the highest dose activity change, negative = inhibition, most hits filed as inhibitors. O89049. 390,000 compounds, 1% hits; also: % is scaled to controls: 0 for no effect and ±100 for the full control effect; nearly all actives have a fitted effect of over 65% in size
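Rat TrxR1 (90 nM in the dispensed reagent) was pre-reduced with 400 uM NADPH for 5 min at room temperature, then incubated with compound for 15 min. After 400 uM selenite was added, NADPH fluorescence (Ex 340/Em 450 nm) was followed for 8 min.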
GLS inh – inhibitors of human glutaminase (GLS). O94925. GLS enzymatic activity, qHTS titration. Potency, µM (titrated, usually from 45.5 µM), for inactives: at the highest dose activity change, negative = inhibition, most hits filed as inhibitors. 410,000 compounds, 0.21% hits; also: % is scaled to controls: 0 for no effect and ±100 for the full control effect
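Two-point fluorescence kinetic (t0, 30 min RT) for hKGA; glutamate detected via glutamate oxidase–HRP–Amplex Red. Substrate: 1 mM L-glutamine solution; buffer 45 mM KH2PO4, pH 8.2.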
JMJD2A Tudor inh – blocks the human JMJD2A Tudor domain; O75164; AlphaScreen JMJD2A-Tudor / H3K4me3 peptide binding; Potency, µM (series often up to 114 µM), for inactives: at the top dose activity change, negative = inhibition, most hits filed as inhibitors; 390,000 compounds, 4.4% hits; AID 504339; also: % is scaled to controls: 0 for no effect and ±100 for the full control effect; nearly all actives have a fitted effect of over 50% in size
Pin1 inh – human Pin1 inhibition. Q13526. Pin1 FP peptide displacement, HiFluor488, 10 min. Potency, µM (highest dose often 115 µM), for inactives: top-dose activity, negative = inhibition, actives largely listed as inhibitors. 390,000 compounds, 0.009% hits. AID 504891; active = well fitted inhibition curve with a large enough effect in the polarisation, with a control signal flat, not every such curve was filed as active; inconclusive = small, poorly fitted or top-dose-only effect, or effect the other way, or a change in a side signal; inactive = no such curve, though single readings can be large or run the other way; the % refers to the polarisation; also: % is scaled to controls: 0 for no effect and ±100 for the full control effect
Target sequence (Q13526 whole entry, looked up): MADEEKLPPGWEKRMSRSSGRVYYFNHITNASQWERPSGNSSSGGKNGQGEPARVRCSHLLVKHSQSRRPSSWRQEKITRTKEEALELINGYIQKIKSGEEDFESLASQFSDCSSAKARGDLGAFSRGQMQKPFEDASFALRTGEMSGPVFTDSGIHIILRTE
ERG Ets-DNA blk – blocks human ERG Ets domain binding to DNA. fluorescence polarization, His-ERG Ets domain / labelled DNA. Potency, µM (doses to about 76.9 µM), for inactives: at the top dose FP activity, negative = inhibition, hits mostly inhibitors. 370,000 compounds, 0.028% hits. P11308; active = well fitted inhibition curve with a large enough effect in the polarisation, with a control signal flat; inconclusive = small, poorly fitted or top-dose-only effect, or effect the other way, or a change in a side signal; inactive = no such curve, though single readings can be large or run the other way; the % refers to the polarisation;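 also: polarization taken with two DNA probes labelled with fluorescein and Texas red; % of control where 0% means no effect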
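His-tagged ERG Ets domain (1 uM in the protein solution; 300mM KCl, 50mM Tris-HCl, 1mM EDTA, 1mM DTT, pH 7.5) received compound, then a probe mix of 5 nM fluorescein-DNA and 100nM Texas-615-DNA. Fluorescence polarization was read for both dyes.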
PGK inhibitor – inhibitors of T. brucei phosphoglycerate kinase; PGK/GAPDH coupled, Kinase-Glo luminescence, 60 min; Potency, µM (top dose mostly 57.5 µM), without a hit: at the highest dose activity change, negative = inhibition, hits mostly inhibitors; 380,000 compounds, 0.043% hits; AID 602233; also: % is scaled to controls: 0 for no effect and ±100 for the full control effect; nearly all actives have a fitted effect of over 60% in size
Target sequence (P07378 whole entry, looked up): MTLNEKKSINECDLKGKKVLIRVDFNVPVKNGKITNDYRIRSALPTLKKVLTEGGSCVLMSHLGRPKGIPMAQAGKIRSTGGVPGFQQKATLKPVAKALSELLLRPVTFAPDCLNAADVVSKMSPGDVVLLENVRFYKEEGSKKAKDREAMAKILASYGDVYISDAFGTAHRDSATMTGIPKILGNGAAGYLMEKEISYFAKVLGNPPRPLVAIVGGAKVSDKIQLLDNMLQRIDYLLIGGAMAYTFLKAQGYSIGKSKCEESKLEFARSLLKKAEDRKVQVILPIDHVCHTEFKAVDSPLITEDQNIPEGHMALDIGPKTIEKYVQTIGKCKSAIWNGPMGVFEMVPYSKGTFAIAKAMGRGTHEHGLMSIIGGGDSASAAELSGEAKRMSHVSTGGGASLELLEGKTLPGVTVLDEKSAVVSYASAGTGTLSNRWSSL
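Recombinant glycosomal PGK reaction used 1,3-bisphosphoglycerate generated in-well by GAPDH (100nM final) in 100mM TEA pH 7.6, 5mM MgCl2, 0.01% Tween-20. After 60 minutes at room temperature, ATP was read by Kinase-Glo Plus luminescence end-point.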
HP1b binding inh – HP1-beta chromodomain-methylated histone interaction inhibition | AID 540317 | Potency, µM (doses to about 114 µM), inactives show at the highest dose activity change, negative = inhibition, actives largely listed as inhibitors | AlphaScreen HP1-beta / biotin-H3K9me3 peptide binding | 390,000 compounds, 0.56% hits | P83916; also: nearly all actives have a fitted effect of over 70% in size; inactives centre near 23
Target sequence (P83916 whole entry, looked up): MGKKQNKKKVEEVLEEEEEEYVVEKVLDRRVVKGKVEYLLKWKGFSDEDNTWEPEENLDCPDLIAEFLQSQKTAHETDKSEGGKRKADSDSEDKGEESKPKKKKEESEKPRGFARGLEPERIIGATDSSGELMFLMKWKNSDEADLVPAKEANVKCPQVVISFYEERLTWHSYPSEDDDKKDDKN
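HP1-beta protein (50 nM final) preincubated 30 min at room temperature with biotinylated H3(1-18)K9me3 peptide (50 nM) in PBS pH 7.4, 0.01% Tween-20, then compound added for 30 min. AlphaScreen streptavidin donor/nickel chelate acceptor beads (10 ug/mL final), 30 min dark, luminescence read.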
RGS4 inh – human RGS4 inhibition; P49798; Transcreener GDP fluorescence polarization, RGS4-accelerated GTP hydrolysis; Potency, µM (titrated, usually from 114 µM), for inactives: at the highest dose activity change, negative = inhibition, most hits filed as inhibitors; 390,000 compounds, 0.039% hits; AID 504845; also: % is scaled to controls: 0 for no effect and ±100 for the full control effect; nearly all actives have a fitted effect of over 75% in size; some results filed as inactive show a strong effect at the top dose
Target sequence (P49798 whole entry, looked up): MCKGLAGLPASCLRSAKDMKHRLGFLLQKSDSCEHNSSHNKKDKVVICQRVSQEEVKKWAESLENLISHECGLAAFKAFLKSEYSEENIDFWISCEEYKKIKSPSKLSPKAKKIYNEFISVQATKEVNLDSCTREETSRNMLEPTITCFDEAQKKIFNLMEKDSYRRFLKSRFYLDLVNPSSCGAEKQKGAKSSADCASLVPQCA
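MLSMR compounds (23 nl, pin-transferred) preincubated 10 min at room temperature with a 500nM (2x) first reagent, then RGS4 at 900nM (2x) plus Transcreener GDP mix added; fluorescence polarization (620/688 nm) read before and after 90 min at 30 °C.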
* marks the source's active call; other numbers are inactive results; i = inactive; ? = inconclusive; / = not tested or not shown; & = joins results of further samples; [ ] = remark or other dose. Unless noted, calls follow the shape of the dose curve; as a rule, active = well fitted curve in the direction sought with a large enough effect; inconclusive = small, poorly fitted or top-dose-only effect, or another doubt; inactive = no such curve, though single readings can be large; an effect the other way counts as inactive or inconclusive. Potency is read from the fitted curve at half-maximal effect. This is a subset; rates above refer to the full screens.

12-LOX inh | TrxR1 inh | GLS inh | JMJD2A Tudor inh | Pin1 inh | ERG Ets-DNA blk | PGK inhibitor | HP1b binding inh | RGS4 inh | SMILES
-29% | 6% | 8% | -17% | ? | / | / | 36% | 10% | CCCn1c(=O)c2ccccc2n2c(SCCOc3ccc(Cl)cc3)nnc12
-13% | 11% | -8% | -1% | -7% | 1% | 1% | 5% | -4% | CCOCCCNC(=O)C(NC(=O)CNC(C)=O)c1ccc(Cl)cc1 (configuration not stated)
0% | 18% | 1% | 10% | -7% | -8% | 0% | 28% | 23% | CC(C)NC(=O)c1ccc(CNC(=O)OCC(F)(F)F)cc1
-27% | -6% | 3% | -31% | -7% | 15% | i | 4% | 6% | O=C(Nc1ccccc1)Nc1cc([N+](=O)[O-])ccc1F
-5% | 25% | -13% | 2%[11.4 µM] | -8% | -7% | -1% | 63%[activator] | 26%[11.4 µM] | c1cncc(CSc2nnc3ccc(-c4ccncc4)nn23)c1
-15% | 3% | -2% | -13%[11.4 µM] | -10% | -12% | -7% | 15% | 15%[11.4 µM] | Cc1ccc(NC(=O)c2cc(-c3ccc(F)cc3)on2)cc1C
1% | 33%[activator][57.1 µM] | -1% | -15% | 0% | 2% | -9% | -6% | 2% | COCCn1c(COc2cccc(OC)c2)nnc1SCC(=O)NC1CCCC1
0% | 23% | -2% | -8% | ? | 6% | 3% | 20% | 35% | COc1cc(CCC(=O)OCC(=O)NCCc2ccc(S(N)(=O)=O)cc2)cc(OC)c1OC
? | ? | -4% | -32% | 9% | 0% | 4% | 11% | -39% | C/C=C\C=C/C(=O)Nc1cccc(C2=NOC3(C2)C[C@@H](C(N)=O)N(C(=O)c2ccc(Cl)cc2)C3)c1 (some centres not stated)
489%[activator] | 14% | -1% | -18% | 6% | 0% | -2% | 35% | 19% | CCOc1ccc2nc(NC(=O)c3cnc(C)cn3)sc2c1
-25% | 15% | -5% | -14% | -7% | -1% | -3% | 29% | -13% | CCOC(=O)c1ccc(NC(=O)N(CC)CC)cc1
-7% | 34%[activator] | 0% | -35% | -1% | -2% | i | ? | 9% | Cc1ccc(CNC(=O)c2ccc(N3CCC4(CC3)CC(c3ccccc3)=NO4)c([N+](=O)[O-])c2)cc1
-15% | 21% | 0% | 2%[57.1 µM] | ? | -8% | -2% | 53%[activator] | -5% | CN(C)c1nc(NCc2ccccc2)nc(SCC(=O)Nc2ccccc2Cl)n1
-21% | -20% | 5% | -16% | -10% | 3% | -7% | -9% | 2% | COc1cc(-c2nc3ccccn3c2/N=C/c2cccc(F)c2)ccc1O
-23% | -15% | -6% | -20% | -2% | -1% | 6% | 49%[activator] | -15% | CCCCn1c(SCC(=O)NCCOC)nc2ccc(N3CCOCC3)cc2c1=O
2% | 11% | -12% | -22% | -1% | / | 5%[11.5 µM] | 17% | 2% | COc1ccc(C(C(=O)NC(C)(C)C)N(C(=O)CNC(=O)c2cccs2)c2ccc(C(C)C)cc2)cc1OC (configuration not stated)
-1% | 1%[57.1 µM] | 16% | -7% | -9% | 4% | -2% | 11% | -18% | Cn1c(=O)[nH]c(=O)c2c1nc(NCCCn1ccnc1)n2Cc1ccccc1
-6% | 2%[57.1 µM] | 2% | 5% | -11% | 1% | -10% | 65%[activator] | 0% | Cn1c(=O)c2nc(SCC(=O)Nc3ccc(Cl)c(Cl)c3)n(C)c2n(C)c1=O
5% | 9% | 9% | -9% | -4% | -4% | 0% | 49%[activator] | 27% | CC(=O)c1ccc([N+](=O)[O-])c(CS(=O)(=O)c2ccc(Cl)cc2)c1
-1%&34% | -8% | 8% | -17% | 0% | 1% | -5% | 13% | 35% | Cc1c(C)c2ccc(OCC(=O)N3CCN(C(=O)C4COc5ccccc5O4)CC3)cc2oc1=O (configuration not stated)
12% | 3% | 1% | -13% | -1% | -4% | 19% | 19% | -1% | Cc1cccc(NC(=O)CSc2nccn2Cc2ccco2)c1C
15% | 6% | -5% | -3% | 6% | -6% | -2% | 33% | -4% | Cc1ccccc1N1C(=O)c2cccc3cccc(c23)C1=O
-5% | 18%[57.1 µM] | 4% | -11% | 2% | -5% | -8% | 19% | -13% | COc1ccc2[nH]c(=O)c(CN(C(=O)C3CCCO3)c3ccc(C)cc3)cc2c1 (configuration not stated)
2% | -11% | 6% | -6% | 2% | -8% | -1% | 29% | 9% | COc1ccc(C(C)(C)C)cc1NC(=O)COc1ccc(-c2nnco2)cc1
9% | 2%[57.1 µM] | -9% | -7% | 10% | -1% | 3% | 22% | 20% | COc1ccccc1NC(=S)N(CCN1CCOCC1)Cc1ccccc1F

An excerpt from further up, as a working copy:
12-LOX inh | TrxR1 inh | GLS inh | JMJD2A Tudor inh | Pin1 inh | ERG Ets-DNA blk | PGK inhibitor | HP1b binding inh | RGS4 inh | SMILES
2% | -11% | 6% | -6% | 2% | -8% | -1% | 29% | 9% | COc1ccc(C(C)(C)C)cc1NC(=O)COc1ccc(-c2nnco2)cc1
9% | 2%[57.1 µM] | -9% | -7% | 10% | -1% | 3% | 22% | 20% | COc1ccccc1NC(=S)N(CCN1CCOCC1)Cc1ccccc1F

(further entries)
12-LOX inh | TrxR1 inh | GLS inh | JMJD2A Tudor inh | Pin1 inh | ERG Ets-DNA blk | PGK inhibitor | HP1b binding inh | RGS4 inh | SMILES
-14% | 3% | -3% | 23% | 0% | -5% | i | 95%[activator] | -8% | Cc1ccc(Sc2cnccc2C#N)cc1
5% | -10% | 9% | -16% | -1% | -6% | 0% | 20% | 21% | Cc1cc(Oc2ncccc2[N+](=O)[O-])c2cc(Cl)ccc2n1
0% | -7% | 1% | -5%[57.1 µM] | 1% | -8% | -7% | 49%[activator] | -6%[56.9 µM] | Clc1cccc2sc(N3CCCC3)nc12
-20% | 3%[57.1 µM] | 5% | -7% | ? | 3% | -3% | 28% | -2% | Cc1[nH]c2ccccc2c1/C=N/NC(=O)CNC(=O)c1ccc2c(c1)OCO2
-16% | 18% | -11% | -35% | 2% | 2% | -5% | 2% | 11% | O=S(=O)(Nc1ccc(Cl)cn1)c1cnc(Cl)c(Br)c1
0% | 1% | 16% | -9% | 5% | -5% | 4% | 18% | 11% | CCOc1ccc(C2NC(=O)c3ccccc3O2)cc1 (configuration not stated)
-14% | 12% | 11% | -17% | -1% | 2% | -4% | 4% | 8% | CS(=O)(=O)c1ccccc1C(=O)N(CCc1ccccc1)Cc1ccccc1
/ | -15%[57.1 µM] | 0% | ? | 59%[activator] | 1% | ? | -18% | -14%[11.4 µM] | Cc1ccc(C(=O)Oc2ccc(C(=O)COC(=O)C3CC(=O)N(Cc4ccco4)C3)cc2)cc1 (configuration not stated)
? | 21% | -1% | -2% | -6% | -1% | -5% | 20% | 17% | CCOc1ccc(CCNC(=O)c2nccnc2C(=O)O)cc1OCC
431%[activator] | 14% | 4% | -11% | 3% | 8% | -4% | 30% | 3% | COc1ccccc1C(CNC(=O)C1CC(=O)N(Cc2ccccc2)C1)N1CCCC1 (configuration not stated)
-12% | -9% | -10% | 10% | 0% | -3% | -2% | 28% | 41% | Cn1c(SCC(=O)NC(=O)CN2CCCC2=O)nnc1-c1ccc(F)cc1
-13% | 3% | -1% | -20% | -15% | -3% | i | -19% | ? | CCOC(=O)c1c(NC(=O)CSc2nc(-c3ccc(OC)cc3)cc(C(F)(F)F)n2)sc(C)c1C
? | -10% | 18% | -1% | 6% | 2% | 9% | 18% | 14% | COCCNC(=S)NCc1cccs1
? | 48%[activator] | -2% | -12% | 1% | 0% | i | 43%[activator] | 2% | N#Cc1nc(-c2ccc(F)cc2)oc1NCc1ccccc1
0% | -4% | 2% | -5% | -5% | -6% | -2% | 10% | -24% | COCCn1c(SCC(=O)N2CCCc3ccccc32)nc2ccccc2c1=O
-14% | -1% | 4% | -35% | -1% | 0% | -8% | -10% | 15% | CN(C)S(=O)(=O)c1ccc(Cl)c(C(=O)Nc2ccccc2[N+](=O)[O-])c1
-1% | 16%[57.1 µM] | -1% | -6% | -3% | -4% | 6% | 25% | -40% | CC1(C)CC(=O)C(C(N)=NC(=O)c2ccc([N+](=O)[O-])cc2)=C(O)C1
? | 26%[57.1 µM] | -10% | 4% | -2% | 4% | i | 37%[activator] | -15% | NC(=O)c1ccc(NC(=O)CNCc2ccccc2Cl)cc1
? | 9%[57.1 µM] | 9% | ? | 7% | -6% | -6% | -9%[57 µM] | 5% | O=C(NCCCN1CCN(c2ccccc2F)CC1)c1ccc2nc(CCc3ccccc3)oc2c1
-2% | 8% | 1% | -17% | -2% | 2% | -8% | 23% | 20% | C=CCN1CCN(C(=O)c2cc3c(s2)CCCC3)CC1
-21% | 20% | 3% | -14% | -1% | -9% | i | 2% | -8% | COc1cccc(NC(=O)CSc2nnc3ccc(-c4ccccn4)nn23)c1
-17% | -2%[11.4 µM] | -8% | -10% | -10% | -3% | -9% | 33% | -20% | COc1ccc2c(c1OC)OCC2C (configuration not stated)
0% | 1% | -2% | 14% | ? | -5% | -3% | 40% | 2% | Cc1ccc(S(=O)(=O)NC2CCSC2=O)cc1C (configuration not stated)
0% | -11% | 4% | -8% | 3% | -5% | 0% | 2% | 38% | CC1=Nn2c(nnc2C2CCCCC2)SC1
-28% | 8% | 19% | 28% | 3% | -7% | -4% | 91%[activator] | -32% | COc1ccccc1C(=O)Oc1c(Sc2ccccc2)c(C)nn1-c1ccccc1
